Compound activity (PubChem)
PLC-gamma1 inh – PLC-gamma1 enzyme inhibitors, primary screen, biochemical, fluorescence, purified enzyme | 370,000 compounds, 0.84% hits | fluorogenic substrate | inhibition, % at 12.2 µM; in the data active means inhibition above about 9.5%
ARFGAP1 inh – inhibitors of rat ARFGAP1 GAP activity, primary screen, biochemical, fluorescence polarization, GDP tracer; ADP-ribosylation factor GTPase-activating protein 1 (Rattus norvegicus), Q62848; Arfgap1-stimulated ARF1 GTP hydrolysis, GDP FP detection; inhibition, % at 16.5 µM; 360,000 compounds, 0.26% hits;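 active means inhibition above a per-plate limit, mean inhibition of low control wells plus 3 SD, cut at about 25% in these data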;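 further: 0% = DMSO wells with enzyme and 100% = wells lacking Arfgap1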
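system = rat Arfgap1 catalytic domain, aa 1-136 | technique = FP, GDP Alexa 633 tracer displaced from anti-GDP antibody, 620/688 nm | compound = one concentration, 16.5 µM, DMSO 1.26% | medium = HEPES-based buffer, pH 7.5 | timing = compound-enzyme preincubation 20 min, reaction 120 min, detection 60 min, 25 °C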
DDE Tn7 FP inh – inhibitors of Tn7 peptide binding to fibrin DD(E), primary screen, biochemical, fluorescence polarization, human fibrin, Tn7 probe | Fibrinogen beta chain (Homo sapiens), P02675 | FP displacement of FITC-Tn7 peptide from fibrin DD(E); 0% = median of compound wells per plate | inhibition, % at 8.3 µM | 370,000 compounds, 0.13% hits | AID 720508, 2013;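 active means inhibition above the mean of compounds falling within the control limits plus 3 SD of them, cut at about 14% in these data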;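 further: 0% = plate median of compound wells and 100% = 10 µM Aha-Tn7 peptide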
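Assay system: human fibrin DD(E) protein / Input: 2 µM fibrin DD(E) / Benchmarks: high control of 10 µM Aha-Tn7 peptide / Measured by: fluorescence polarization of the labelled Tn7 tracer / Medium: Tris buffer with calcium and detergent, pH 7.8 / Timing: 10 min compound pre-incubation, 3 h probe incubation at room temperature / Repeats: one replicate per compound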
LEDGF integ inh – blockers of LEDGF/p75-dependent integrase strand transfer – biochemical, TR-FRET, high throughput, primary screen; HIV-1 integrase (with human LEDGF/p75); TR-FRET IN-LEDGF/p75 DNA integration, Eu/Cy5; inhibition, % at 3.7 µM; 370,000 compounds, 0.64% hits;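 active means inhibition above the screen-wide mean plus 3 SD, cut at about 13% in these data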;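 further: signal is the Cy5 over europium emission ratio at 671 and 618 nm; 0% = plate median of compound wells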
ADAM10 inh – human ADAM10 inhibitors, primary screen, biochemical, QFRET, HTS; Disintegrin and metalloproteinase domain-containing protein 10 (Homo sapiens), O14672; 370,000 compounds, 0.62% hits; AID 720582, 2013; recombinant ADAM10, EDANS/DABCYL FRET peptide cleavage, 3 h; inhibition, % at 7 µM;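 active means inhibition above a per-campaign cutoff equal to the mean of compounds falling between control-based bounds plus 3 SD, cut at about 20% in these data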;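 further: 0% = DMSO wells while the 100% control is not disclosed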
KLK7 zymogen act – proKLK7 zymogen activators, primary screen, biochemical, fluorescence intensity. Kallikrein-7 (Homo sapiens), P49862. purified proKLK7, EDANS-DABCYL substrate fluorescence; 100% is mature enzyme control, 0% vehicle. activation, % at 7 µM. 370,000 compounds, 0.9% hits;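 active means activation above the mean of all tested compounds plus 3 SD, computed per campaign excluding outliers beyond control limits, cut at about 13% in these data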
Target sequence (P49862 whole entry, looked up): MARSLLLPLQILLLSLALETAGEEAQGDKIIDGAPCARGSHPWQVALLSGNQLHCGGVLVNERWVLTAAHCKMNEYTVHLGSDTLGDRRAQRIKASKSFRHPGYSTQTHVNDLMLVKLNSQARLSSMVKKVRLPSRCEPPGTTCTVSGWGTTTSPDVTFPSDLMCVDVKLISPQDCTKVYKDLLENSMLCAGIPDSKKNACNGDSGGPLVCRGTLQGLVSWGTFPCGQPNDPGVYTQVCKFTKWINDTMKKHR
ADAM17 inh – ADAM17 inhibitors, primary screen, biochemical, QFRET; Disintegrin and metalloproteinase domain-containing protein 17 (Homo sapiens), P78536; recombinant ADAM17, EDANS/DABCYL FRET peptide cleavage; inhibition, % at 6.95 µM; 370,000 compounds, 0.83% hits;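 active means inhibition above the mean of compounds lying between control limits plus 3 SD, set per campaign, cut at about 8.5% in these data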;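 further: 0% = DMSO-only wells as the low control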
TDP2 absorb – human TDP2 enzyme inhibitors, primary screen, biochemical, epi absorbance, recombinant enzyme; T5PNP hydrolysis, p-nitrophenol absorbance 415 nm; inhibition, % at 12.8 µM; 370,000 compounds, 0.34% hits; AID 720702, 2013;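 active means inhibition above the mean of all tested compounds plus 3 SD, set per campaign, cut at about 25% in these data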;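 further: 0% = DMSO with enzyme and 100% = buffer with substrate but no TDP2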
Target sequence (O95551 whole entry, looked up): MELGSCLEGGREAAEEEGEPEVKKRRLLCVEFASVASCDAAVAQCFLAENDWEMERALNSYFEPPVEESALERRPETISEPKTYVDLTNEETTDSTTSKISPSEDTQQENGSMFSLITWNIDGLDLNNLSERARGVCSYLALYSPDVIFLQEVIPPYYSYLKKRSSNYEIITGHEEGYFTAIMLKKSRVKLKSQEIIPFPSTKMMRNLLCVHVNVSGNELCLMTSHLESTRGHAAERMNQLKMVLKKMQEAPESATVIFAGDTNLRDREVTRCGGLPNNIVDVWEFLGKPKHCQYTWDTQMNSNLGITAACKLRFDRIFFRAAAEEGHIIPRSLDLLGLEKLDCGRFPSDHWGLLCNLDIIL
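test system = human TDP2 enzyme | input = TDP2 enzyme at 120 nM final | medium = 50 mM Tris-HCl pH 7.5 with Mg2+, KCl, DTT, BSA | also added = T5PNP substrate, 5 mM | times = 2 h at 37 °C | technique = epi absorbance | benchmarks = high control without enzyme, low control DMSO plus TDP2 | replication = each compound tested once, singlicate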
Tn6 DDE FP – inhibitors of Tn6 peptide binding to fibrin DD(E), primary screen, biochemical, fluorescence polarization, human fibrin, Tn6 probe; 370,000 compounds, 0.21% hits; inhibition, % at 8.3 µM; AID 720509, 2013; Fibrin DD(E) TRITC-Tn6 fluorescence polarization displacement;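 active means inhibition above a per-campaign cutoff: mean of compounds within control limits plus 3 SD, cut at about 15% in these data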;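 further: 0% = median of all compound wells on the plate and 100% = blocking peptide control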
ASAP1 inh – inhibitors of human ASAP1 ArfGAP activity, primary screen, biochemical, fluorescence polarization; Arf-GAP with SH3 domain, ANK repeat and PH domain-containing protein 1 (Homo sapiens), …; ASAP1-stimulated ARF1 GTP hydrolysis, GDP FP detection; inhibition, % at 16.5 µM; 360,000 compounds, 0.19% hits; in the data active means inhibition above about 25%;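 further: 0% = vehicle with enzyme and substrate and 100% = no enzyme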
Target sequence (Q9ULH1 325-724 limits assumed): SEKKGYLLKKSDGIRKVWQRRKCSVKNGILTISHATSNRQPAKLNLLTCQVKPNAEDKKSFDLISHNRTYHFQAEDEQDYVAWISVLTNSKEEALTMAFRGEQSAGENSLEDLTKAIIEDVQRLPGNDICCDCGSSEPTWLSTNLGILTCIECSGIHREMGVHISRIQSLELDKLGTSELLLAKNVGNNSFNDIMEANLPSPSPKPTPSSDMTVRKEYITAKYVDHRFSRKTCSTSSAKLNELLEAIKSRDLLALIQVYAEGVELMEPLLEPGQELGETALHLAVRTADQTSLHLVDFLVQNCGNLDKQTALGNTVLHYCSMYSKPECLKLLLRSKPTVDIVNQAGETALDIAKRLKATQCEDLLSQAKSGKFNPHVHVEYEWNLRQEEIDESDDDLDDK
Numbers without * were called inactive; i = inactive; x = no result given.

Start of the data: the first two compounds, to show the layout:
SMILES	PLC-gamma1 inh	ARFGAP1 inh	DDE Tn7 FP inh	LEDGF integ inh	ADAM10 inh	KLK7 zymogen act	ADAM17 inh	TDP2 absorb	Tn6 DDE FP	ASAP1 inh
Cc1cccc(C)c1NC1=NC(=S)N(c2ccc(C(=O)O)cc2)C12CCCCC2	2	4	-1	-4	-4	0.6	0	-8	3	4
CCc1nc2c(OCc3cccc(Cl)c3)cccn2c1N(C)C(=O)CC(C)C	-2	4	3	3	-3	0.1	1	5	2	-12

The list itself, from the first entry:
SMILES	PLC-gamma1 inh	ARFGAP1 inh	DDE Tn7 FP inh	LEDGF integ inh	ADAM10 inh	KLK7 zymogen act	ADAM17 inh	TDP2 absorb	Tn6 DDE FP	ASAP1 inh
Cc1cccc(C)c1NC1=NC(=S)N(c2ccc(C(=O)O)cc2)C12CCCCC2	2	4	-1	-4	-4	0.6	0	-8	3	4
CCc1nc2c(OCc3cccc(Cl)c3)cccn2c1N(C)C(=O)CC(C)C	-2	4	3	3	-3	0.1	1	5	2	-12
CCn1nnc2cc(C(=O)NCCc3ccccc3F)ccc21	0	-6	-3	-1	-7	-0.2	0	1	13	-2
Cc1ccc(CNS(=O)(=O)c2ccc(Br)s2)cc1	0	1	4	5	9	0.5	2	-15	4	-4
OC(c1ccc(F)c(F)c1)c1nc(-c2ccncc2)cs1 (configuration not stated)	8	-13	-3	2	-3	-1.1	-1	-1	-1	3
COc1cc(OC)cc(C2=Cc3ccccc3C(CC(C)=O)N2c2ccc(C#CC3(N)CCCCC3)cc2)c1 (configuration not stated)	-137	17	-1	0	-89	-1.1	-24	-4	2	9
COC(=O)CSc1nnc(-c2ccc(NS(=O)(=O)c3ccc(C(C)(C)C)cc3)cc2)o1	-1	x	2	2	17	-0.1	7	-11	1	x
Cc1ccc(C)c(OCc2cc(C(=O)N3CCNC(=O)C3)no2)c1	0	3	-1	27*	4	-0.5	0	18	2	5
Clc1nc(NCc2ccco2)nc(N2CCCCC2)n1	0	0	-8	3	9	-0.4	1	-5	4	-7
COc1ccccc1NC(=O)c1coc(=O)c(Br)c1	-108	8	0	-2	i	9.5	-194	-4	1	-4
CCCCCCc1nc(C(N)=O)c2[nH]c(=O)n(-c3ccc(OC)cc3OC)c2n1	0	4	0	-7	4	0.1	-1	-6	-5	14
COC(C/C=C\[C@@H](O)[C@@H](C)OCc1ccccc1)OC	4	9	1	0	1	-0.4	1	-3	-3	-1
O=c1c2ccccc2c(-c2ccccc2)nn1Cc1c(Cl)cccc1Cl	2	-9	0	-4	7	0.7	1	-18	-3	12
CCN(CC)c1nc2c(c(=O)n(C)c(=O)n2C)n1CCCc1ccccc1	-1	2	-3	2	-3	0.2	-5	-5	-3	0
COc1cccc(CNC(=O)CN(c2ccc(C(C)C)cc2)S(=O)(=O)c2c(C)noc2C)c1	-1	-11	6	-3	4	-0.2	-2	11	-6	-1
Cc1ccccc1NC(=O)N(C)[C@H]1C[C@H]2c3[nH]c4c(-c5ccc6c(c5)OCO6)cccc4c3CCN2C[C@H]1[C@H](C)O	-9	x	3	-3	-16	-0.1	-3	3	9	x
CCOC(=O)C(NC(=O)N(C)C)(Nc1sc(C)c(CC)c1C#N)C(F)(F)F (configuration not stated)	-4	13	1	-1	-6	-0.4	-5	8	3	1
CC(=O)N1c2ccc(S(=O)(=O)N3CCCC3)cc2CC1C(=O)NC(C)C (configuration not stated)	-3	-1	4	2	2	-0.1	-5	8	6	11
Cc1c(NC(=O)CSc2ccc(Cl)cc2)cccc1-c1nc2cc(Cl)ccc2o1	2	13	-6	0	-3	-0.2	-3	-3	-1	0
COCCCn1c(=S)[nH]c2sc3c(c2c1=O)CCCC3	-3	0	2	-4	5	0.1	0	-5	6	-11
CCOC(=O)c1c(S(=O)(=O)NCC(=O)Nc2cc(C)ccc2OC)c(C)n(C)c1C	4	-7	2	-1	15	-0.2	-1	1	-2	3
C=CCN=C1NC(c2ccc(Cl)cc2)C(C(=O)OC)=C(C)N1Cc1ccccc1C(F)(F)F (configuration not stated)	0	0	0	6	3	0.3	-1	-4	5	8
C=C(C)c1cccc(C(C)(C)NC(=O)N2CCN(c3ccccc3)CC2)c1	0	1	6	0	6	-0.4	2	-4	-2	-1
COc1ccc(N(CC(=O)Nc2ccc(F)c(Cl)c2)S(=O)(=O)c2c(C)noc2C)cc1	-3	-2	-2	6	-8	0.8	-5	-2	-1	-9
COC(=O)c1cc(COC(=O)c2nc3nccc(C)n3n2)oc1C	0	-9	4	-1	-2	-0.4	-4	-2	-5	0
COc1cccc(C(C)(O)c2nc(-c3cccc(C(F)(F)F)c3)cs2)c1 (configuration not stated)	-1	3	4	-4	11	0.2	7	-6	-3	2
COC(=O)[C@]12C[C@H](CC(=O)N3CCSCC3)C(=O)N(Cc3ccc(Cl)cc3Cl)C1=C[C@H](C1CCCC1)O[C@@H]2C	2	x	-2	0	8	0.2	1	1	9	x
CC(CCc1ccccc1)NC(=O)CNC(=O)N1CC(=O)Nc2ccccc21 (configuration not stated)	0	6	6	3	0	0.2	-1	25*	7	-6
CCOc1cc(CNc2ccc(N3CCN(C(C)=O)CC3)cc2)cc(Br)c1OC	-38	0	-14	13	-13	0.9	0	4	0	3
Cc1cc(C)cc(NC(N)=S)c1	3	0	-1	2	-4	-0.5	-3	11	3	-9
Cc1csc(/C(=N\O)c2csc(C)n2)n1	2	-1	3	-1	5	0.5	-1	4	-2	-19
CCN(CC(=O)NCc1ccc(Cl)cc1)C(=O)C1CCN(S(=O)(=O)c2ccc(OC)c(OC)c2)CC1	1	-9	0	0	-3	0.1	0	8	-4	-5
CC(C)CC1NC(=O)N(CC(=O)Nc2cccc(Br)c2)C1=O (configuration not stated)	3	5	-3	3	-2	-0.3	3	-8	5	-6
Nc1nc2c(-c3ccc(Br)cc3)nnn2c2ccccc12	-78	8	5	-5	-10	-1.1	-13	-6	1	14
O=C(C[C@@H]1C[C@@H]2c3cc(NC(=O)C4CCOCC4)ccc3O[C@@H]2[C@H](CO)O1)NCc1ccccn1	-2	-2	5	-7	-10	0.3	-6	2	-2	3
Cc1ccc(C(=O)NNC(=O)c2ccncc2)cc1S(=O)(=O)N1CCCCC1	3	-8	2	2	3	0.1	1	-2	0	4
COc1cccc(-c2csc3nnc(SCC(=O)NCc4cccs4)n23)c1	-1	14	-5	1	-4	-0.2	-4	-6	-5	3
CC(O)C(NS(=O)(=O)c1ccc(Cl)cc1)C(=O)OCC(=O)c1c[nH]c2ccccc12 (configuration not stated)	3	7	5	-3	12	-0.6	-1	19	0	13
NC(=O)c1ccc(N2CCOCC2)nc1	-3	-4	-1	-3	3	0.7	-2	-1	4	-18
COc1ccc(OC)c(NC(=O)c2ccc(CSc3nnc(C)s3)cc2)c1	-2	12	1	-1	2	-0.2	0	-3	9	2
O=C(O)/C=C/c1ccc(S(=O)(=O)Nc2ccc3[nH]c(=O)[nH]c3c2)cc1	-19	-1	5	-1	-20	-3.8	-13	21	-10	-3
Cc1ccc(S(=O)(=O)N2CCCCC2CCNC(=O)C(=O)NCCc2ccco2)cc1 (configuration not stated)	-4	13	-3	3	-3	-0.5	-1	-8	-3	-14
CC1(C(=O)Nc2ccc(Cl)cc2)Cc2c(-c3ccc4c(c3)OCO4)ccnc2O1 (configuration not stated)	-4	-8	1	3	-15	-0.8	-3	-8	1	21
O=C(CCCOc1ccccc1)NC1CCCc2ccccc21 (configuration not stated)	5	3	6	-1	5	0.1	-2	7	-8	3
CN(Cc1nccs1)C(=O)C1CCC(=O)N(Cc2ccccc2F)C1 (configuration not stated)	1	3	4	-1	-1	-0.4	-2	0	1	-20
Cc1ccc(S(=O)(=O)N2CCC(C(=O)N3CCc4ccccc43)CC2)cc1	5	16	-5	3	-7	-0.5	6	-17	-2	6
O=C(/C=C/c1ccc(Cl)cc1)Nn1c(-c2cccs2)nc2ccccc2c1=O	3	-1	-3	2	1	0.2	0	6	4	-6
CNC(=S)N1CCC(c2nc3ccccc3s2)CC1	4	5	-1	2	3	0.0	0	4	-6	6
COc1ccc(CNc2ccc3c(c2)nc(C)n3C)cc1OC	-38	3	4	-3	-13	0.2	-6	9	-2	-3
COc1ccc(C2C3C(=O)N(N(C)c4ncc(C(F)(F)F)cc4Cl)C(=O)C3ON2C)cc1 (configuration not stated)	6	4	8	-1	-2	0.4	-5	-6	-4	4
Next entries.
SMILES	PLC-gamma1 inh	ARFGAP1 inh	DDE Tn7 FP inh	LEDGF integ inh	ADAM10 inh	KLK7 zymogen act	ADAM17 inh	TDP2 absorb	Tn6 DDE FP	ASAP1 inh
CCSc1nsc(SCC)c1C(N)=O	0	-11	7	1	1	-0.8	-4	11	7	-1
Cc1nc(CCN2C(=O)c3ccccc3C2=O)cs1	8	9	-5	-2	-2	-0.3	2	2	1	2
Cc1ccc(C2(c3noc(CN(C)Cc4cccnc4)n3)CCCC2)cc1	5	-4	-2	-1	4	1.1	-4	10	-1	-10
CCC(C)(C)NC(=O)c1cc(C(=O)OC)cc([N+](=O)[O-])c1	5	7	-5	-4	-8	-0.2	0	-13	10	-3
Cc1ccc(S(=O)(=O)N(CCC(=O)NCc2ccccc2F)c2ccccc2)cc1	7	8	2	0	0	0.6	0	5	3	1
CC(C)CN(CCCNC(=O)CN1C(=O)COc2ccc(S(=O)(=O)N3CCOCC3)cc21)CC(C)C	-7	12	-4	2	-8	-0.1	6	-1	1	10
O=C(Nc1ccc(Cl)c(Cl)c1)Nc1ccc([N+](=O)[O-])cn1	3	0	0	4	0	-0.3	-2	3	7	2
CCC(O)(C#CCN1CCCCC1)CC	-2	1	5	-5	-8	-0.1	-13	0	6	-19
CCCCCCSc1ccc([C@@H]2[C@H]3C(=O)N(C)C(=O)[C@H]3[C@]3(C(=O)OC)CCCCN23)cc1	4	0	1	-1	5	0.2	-1	-18	-11	3
